P. falciparum M1AAP – malaria alanyl aminopeptidase activity blockers – biochemical, fluorogenic H-Leu-NHMec substrate, 1536-well (AID 1445); inhibition, % at 30 µM, or IC50 in µM where a hit was titrated; 220,000 compounds, 0.42% hits; recombinant M1AAP, H-Leu-NHMec fluorogenic kinetic assay; higher % means a stronger effect;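 active = primary inhibition above the hit cutoff, then over 50% inhibition at one or more dose response concentrations, cut at about 23% in these data, passing the limit was not always enough; inconclusive = conflicting primary data, or primary hits not chosen for dose response; inactive = low primary inhibition, or under 50% at every dose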;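 also: plate controls were DMSO full reaction for no effect and no enzyme background for full effect; strong numbers were not always called active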
PMI inhibition – MPI inhibition at elevated mannose 6-phosphate – biochemical, fluorescence intensity, high mannose 6-phosphate, primary screen (AID 1220); recombinant PMI enzyme, coupled fluorescence intensity; higher % means a stronger effect; inhibition, % at 20 µM, or IC50 in µM where a hit was titrated; 190,000 compounds, 0.66% hits
Lipid droplet – hepatic lipid droplet formation modulation; AML12 mouse hepatocytes, oleate lipid droplets, BODIPY imaging; inhibition, % at 6.5 µM; 240,000 compounds, 0.4% hits; AID 1656;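 active = lipid droplet intensity inhibited by at least 50%, with more than 500 cells counted; inconclusive = wells with under 300 cells, treated as cytotoxic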
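Material – mouse AML12 hepatocyte cell line, fixed after treatment · Compound dosing – one dose, 6.5 µM compound · Times – compound with oleate, overnight · Measured by – Image-based BODIPY and DAPI two-channel analysis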
PMI inhibitors – inhibitors of human PMI, primary screen, biochemical, fluorescence intensity, coupled assay (AID 1209); purified PMI enzyme, coupled fluorescence intensity; higher % means a stronger effect; inhibition, % at 20 µM, or IC50 in µM where a hit was titrated; 190,000 compounds, 0.42% hits;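 also: plate controls were DMSO vehicle for no effect and wells lacking substrate for full effect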
XIAP antagonists – small molecules displacing peptide from XIAP – biochemical, IAP family, fluorescence polarization (AID 1018). XIAP BIR domain, fluorescence polarization peptide displacement; higher % means a stronger effect. displacement, % at 20 µM, or IC50 in µM where a hit was titrated. 200,000 compounds, 0.007% hits; in the data active = displacement above about 50%; also: a part of the inactive calls stands beside numbers as strong as those of hits
SIAH1 antagonists – Siah-1 peptide-binding antagonists, primary screen, biochemical, fluorescence polarization, rhodamine-plectin, uHTS (AID 1817). displacement, % at 20 µM, or IC50 in µM where a hit was titrated. Siah-1 / rhodamine-plectin peptide fluorescence polarization; higher % means a stronger effect. 290,000 compounds, 0.02% hits;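 active = displacement of at least 50% at 20 µM, with a fluorescence ratio check between 0.3 and a set limit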;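 also: plate controls were Siah plus tracer with DMSO for no effect and tracer alone without Siah for full effect; strong numbers were not always called active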
K1F lysis inhibition – inhibition of K1F phage lysis, E. coli UTI89, bacterial capsule biogenesis inhibitors, alamar blue (AID 488966); inhibition, % at 100 µM, or IC50 in µM where a hit was titrated; E. coli UTI89 K1F phage lysis, alamar blue, 2 h; higher % means a stronger effect; 340,000 compounds, 0.02% hits;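 active = phage lysis inhibition, versus mean bacterial control, above a set limit; inconclusive = no clear call, values can overlap the other calls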;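 also: capsule biogenesis inhibitors block K1F phage lysis so surviving cells raise fluorescence; higher fluorescence means more inhibition of phage lysis; actives were called in the ten point dose series up to 300 µM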
M17LAP inhibition – P. falciparum M17LAP inhibitors, primary screen, biochemical, fluorogenic H-Leu-NHMec substrate, 1536-well (AID 1619). 220,000 compounds, 0.38% hits. inhibition, % at 30 µM, or IC50 in µM where a hit was titrated. recombinant M17LAP, H-Leu-NHMec fluorogenic kinetic assay; higher % means a stronger effect;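 active = compound inhibiting the enzyme by more than half at any dose during confirmatory dose-response retesting; inconclusive = strong single-dose inhibitors picked by rank but not retested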;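 also: plate controls were full reaction with DMSO carrier for no effect and no enzyme background for full effect; strong numbers were not always called active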
TNAP activation fold – stimulation of alkaline phosphatase TNAP activity – biochemical, luminescent, no phosphate acceptor, uHTS, primary screen (AID 1001) | activation fold at 20 µM, or EC50 in µM where a hit was titrated | purified TNAP, luminescent activation assay, no phosphate acceptor; higher activation fold means a stronger effect | 200,000 compounds, 0.03% hits; in the data active = activation fold from about 3, or a potency from the dose series; inactive = the rest, 99 in 100 with activation fold below about 1.6; also: many of its hits are not listed in these tables
Lipid droplet cells 6.5 µM – second read-out of Lipid droplet, no call of its own (marks repeat the call); cell count; measured here: cell count, cytotoxicity flag;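 cells counted across two imaged fields per well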
* = called active by the depositor; i = inactive; ? = inconclusive; . = not tested or not shown; [ ] = dose if it differs, or a comment. Rule as the data show it, unless noted: active = inhibition above about 50%; inactive = the rest.

SMILES	P. falciparum M1AAP	PMI inhibition	Lipid droplet	Lipid droplet cells 6.5 µM	PMI inhibitors	XIAP antagonists	SIAH1 antagonists	K1F lysis inhibition	M17LAP inhibition	TNAP activation fold
COc1ccccc1CNC(=O)CSc1nnc2c(Cl)cc(C(F)(F)F)cn12	1%	-4%	-41	691	3%	3.3%	-5%	2.6%[50 µM]	-18%	1.4
CCOC(=O)C1(Cc2ccc(Cl)cc2)CCN(C(=O)C2CCCO2)CC1 (stereo not given)	-4%	-7%	-10	687	6%	-3.5%	0%	-1.5%	-1%	1
O/N=C/c1ccn(-c2ccc(Br)cc2)c1	4%	9%	-11	749	3%	-7.8%	7%	0.2%	5%	1.1
Cc1ccc(C(=O)NC2CCN(C(=O)N3CCOCC3)CC2)cc1	-2%	5%	.	.	4%	-9.6%	0%	0.9%	-8%	1.1
CC(C)[C@@H]1NC(=O)c2cc([N+](=O)[O-])cc(I)c2OCC[C@@H](C(N)=O)NC(=O)[C@H](CCC(=O)O)NC1=O	15%	-24%	7	711	-20%	-19%	-2%	0.9%	30%	1.1
COc1cc(S(=O)(=O)N2CCCCC2)ccc1NC(=O)c1ccc(F)cc1	5%	-5%	-15	761	2%	-1.5%	-2%	-0.3%	-11%	1.1
Cc1ccc(S(=O)(=O)N2CCN(CC(=O)N/N=C/c3ccccc3OCC(=O)O)CC2)cc1	-2%	.	15	840	.	.	12%	.	17%	.
COc1ccc(C)cc1S(=O)(=O)N(C)CC(=O)N1CCN(c2ccccc2)CC1	3%	1%	-35	693	6%	15%	3%	0.0%	29%	1.1
O=C(CCn1c(=O)[nH]c2ccsc2c1=O)N(CCc1ccccc1)Cc1ccccc1	3%	5%	14	801	9%	-4.9%	1%	-0.3%	-3%	1.1
O=c1nc(NC2CCCC2)ccn1Cc1cccc(Br)c1	9%	0%	-14	754	-1%	28%	4%	0.1%	-4%	1.1
CNc1nc(Cl)c(SC)c(N2CCOCC2)n1	0%	15%	10	691	13%	-11%	-4%	0.1%	3%	1
CCN1/C(=C2\OC(=S)N(C)C2=O)C=Cc2ccccc21	3%	-8%	-1	682	-19%	-5.6%	-9%	-0.2%	0%	0.9
CC(=O)Nc1ccc(N(C(=O)c2ccco2)C(C(=O)NC2CCCC2)c2cccs2)cc1 (stereo not given)	-1%	0%	2	659	1%	-0.5%	0%	0.3%	8%	1
O=C(c1ccc(Cl)c(Cl)c1)N1CCCC1	1%	-11%	-13	784	-7%	-8.0%	-4%	-1.7%	-11%	1
CC(=O)N1Cc2cc(N)ccc2Oc2ccccc21	4%	3%	6	709	-5%	-8.8%	6%	0.0%	-1%	1.1
Cc1ccc(/C=C/C(=O)OCC(=O)NCCN2C(=O)CSC2=O)cc1	5%	6%	0	680	14%	-3.5%	-2%	-1.0%	11%	1.2
COC(=O)c1cc(C(=O)NCCN2C(=O)S/C(=C\c3cccs3)C2=O)cc([N+](=O)[O-])c1	9%	-4%	20	679	8%	-0.7%	-2%	0.4%	13%	1.1
CC(C)(C)NC(=O)CN(Cc1cccs1)C(=O)CCN1CCc2ccccc21	5%	9%	-8	674	10%	-17%	4%	-0.2%	-6%	1.1
O=C1NC2(Nc3ccccc31)C(=O)Nc1ccc(Br)cc12 (stereo not given)	5%	-11%	0	761	-29%	-3.5%	-6%	0.0%	1%	0.9
COc1ccc(C(=O)N/N=C(\C)CC(=O)N2CCN(C=O)CC2)cc1	7%	-9%	0	682	5%	-2.0%	-2%	-1.7%	13%	1.2
CCc1nc2ccccc2c(C(=O)OCc2nnc(-c3ccccc3)o2)c1C	2%	8%	-3	855	10%	-4.2%	-4%	3.8%	4%	1
CC(C)OC(=O)c1ccc(S(N)(=O)=O)o1	-2%	-13%	-2	682	-13%	-7.3%	8%	4.9%	1%	1.1
COc1ccc(CNC(=S)Nc2ccc(S(N)(=O)=O)cc2)cc1	-4%	13%	.	.	26%	-13%	-2%	0.4%	-6%	1
CCSCCOC(=O)C1=C(C)NC(=O)NC1c1cccc(OC)c1OC (stereo not given)	-1%	-2%	.	.	8%	4.1%	3%	0.1%	-1%	1.1
C(=N\n1cnnc1)/c1nc2ccccc2[nH]1	4%	-2%	.	.	-3%	-0.8%	-2%	-1.4%	-96%	1
CCN(Cc1ccccc1)C(=O)C1CCN(CC2CC=CCC2)CC1 (stereo not given)	2%	-18%	-6	667	-2%	-3.9%	7%	7.0%	4%	1.1
CCOc1ccc(OCC)c(NC(=O)C2CCCN(S(=O)(=O)c3c(C)n[nH]c3C)C2)c1 (stereo not given)	0%	13%	.	.	13%	-6.3%	2%	-0.7%	1%	1
CCCOC1CCCN(Cc2nc(-c3cnccn3)no2)C1 (stereo not given)	0%	6%	8	735	11%	-8.1%	15%	0.1%	-1%	1.1
CCNC(=O)n1nccc1C(C)Oc1ccccc1 (stereo not given)	-1%	2%	.	.	7%	-6.0%	0%	0.8%	4%	1
Cc1cc(C)nc(N2CCC(C(=O)NCc3cccc(C(F)(F)F)c3)CC2)n1	3%	5%	-1	784	1%	-2.4%	0%	0.7%	0%	1.1

Overlap with the part before: two compounds; new compounds follow.
SMILES	P. falciparum M1AAP	PMI inhibition	Lipid droplet	Lipid droplet cells 6.5 µM	PMI inhibitors	XIAP antagonists	SIAH1 antagonists	K1F lysis inhibition	M17LAP inhibition	TNAP activation fold
CCNC(=O)n1nccc1C(C)Oc1ccccc1 (stereo not given)	-1%	2%	.	.	7%	-6.0%	0%	0.8%	4%	1
Cc1cc(C)nc(N2CCC(C(=O)NCc3cccc(C(F)(F)F)c3)CC2)n1	3%	5%	-1	784	1%	-2.4%	0%	0.7%	0%	1.1
COC(=O)[C@H](CCSC)NC(=O)NCCc1ccccc1F	-2%	-3%	-3	745	7%	-1.5%	-6%	-0.3%	3%	1
CCOC(=O)NC(=O)COC(=O)CNC(=O)c1ccc(OCC)c(OCC)c1	-1%	-6%	26	741	-6%	-5.1%	-1%	0.4%	0%	1
COc1cc(OC)c2c(=O)c(OC)c(-c3ccc(OC)c(OC)c3)oc2c1	5%	-4%	4	720	1%	-4.0%	-2%	-1.2%	-21%	1.1
COc1ccc(C2CC(=O)c3cnc(NC(=O)c4ccccc4)nc3C2)cc1OC (stereo not given)	10%	4%	-6	481	14%	-3.2%	-1%	i	5%	0.9
COc1cccc(N2CC(C(=O)Nc3nnc(SCc4ccccn4)s3)CC2=O)c1 (stereo not given)	?	-6%	-12	563	-11%	-6.4%	14%	0.0%	16%	0.9
CC1CN(Cc2nc3c(c(=O)[nH]c(=O)n3C)n2CCN2CCOCC2)CC(C)O1 (stereo not given)	0%	-2%	.	.	4%	-4.9%	-5%	2.1%	3%	1.1
Cn1c(=O)c(C(=O)CSc2ccccc2)c(N)n(Cc2ccccc2)c1=O	1%	4%	0	709	-1%	-5.7%	8%	-0.2%	-4%	1.1
CCOC(=O)Nc1c(C)n(C)n(-c2ccccc2)c1=O	3%	1%	.	.	1%	-4.0%	2%	-1.3%	0%	1.1
COCCCNC(=O)C(=O)NCCCOC(C)C	0%	6%	7	568	4%	1.1%	2%	0.2%	0%	1.1
Cc1ccc(C(=O)NCCOc2cccc(C)c2)cc1	9%	1%	-33	677	1%	-4.1%	1%	0.5%	10%	1.1
CCOC(=O)C1C(C)N=C2SCC(=O)N2C1c1cccc(Br)c1 (stereo not given)	6%	-1%	.	.	0%	-4.9%	3%	-2.2%	1%	1.2
O=C(NN1C(=O)c2ccccc2C1=O)c1ccccc1[N+](=O)[O-]	6%	-20%	4	674	-29%	-3.7%	-3%	-0.1%	-2%	1
COc1cc(C2C(C(C)=O)=C(O)C(=O)N2CCN2CCOCC2)ccc1O (stereo not given)	18%	-14%	0	751	-8%	-6.0%	0%	2.1%	4%	1.1
CN(C)c1ccc(CNc2ncn[nH]2)cc1	1%	16%	8	740	8%	-8.7%	-6%	0.4%	17%	1.1
O=C(NCc1ccco1)C1CC(c2ccc(Cl)cc2)=NO1 (stereo not given)	-4%	-5%	0	605	-5%	-6.7%	-3%	-0.1%	2%	1
Fc1ccc(CSc2ccc(-c3cccs3)nn2)cc1	3%	8%	2	683	12%	-14%	-4%	0.2%	10%	0.9
O=C(O)c1ccccc1-c1ccccc1C(=O)Nc1ccccc1	0%	-3%	.	.	0%	-4.1%	0%	0.6%	-2%	1.1
COc1ccc(S(=O)(=O)N2CCOCC2)cc1NC(=O)c1cccc2c(=O)c(C)c(-c3ccccc3)oc12	13%	9%	-13	637	14%	-4.4%	2%	0.4%	-4%	1.1
CCCN1CCC2(CC1)C(C#N)=C(N)Oc1c2sc2nc(C)cc(C)c12	7%	22%	.	.	17%	-7.1%	2%	2.9%[50 µM]	-7%	1.2
COc1ccc(C2C3=C(CC(c4ccco4)CC3=O)Nc3ccccc3N2C(C)=O)cc1 (stereo not given)	9%	2%	.	.	-13%	-2.5%	1%	0.3%	4%	1.2
CCOC(=O)NC(O)C(=O)c1ccc(F)cc1 (stereo not given)	8%	-53%	-2	699	-41%	-5.8%	-3%	1.3%	5%	1
CC(=O)Cc1nsc(NC(=O)c2ccc(-c3ccc(Cl)c(C(F)(F)F)c3)o2)n1	.	-5%	.	.	-23%	-1.7%	-1%	.	.	1.1
CC1=NN2C(=N)/C(=C\c3cc(C)n(-c4cccc(C)c4)c3C)C(=O)N=C2S1	6%	.	-10	716	.	.	1%	0.5%	1%	.
COc1ccc(C(=O)CC(c2ccccc2)C2C(=O)CCCC2=O)cc1 (stereo not given)	0%	6%	9	774	3%	-2.2%	1%	6.2%	-2%	1.1
CC1=CC(C)(C)n2c(O)c(N=NC(N)=S)c3cc(C)cc1c32	6%	-3%	-6	334	10%	-2.4%	1%	0.0%	-4%	1.1
CCN(CC)c1ccc(NC(=O)c2nc3nc(C)cc(C(F)F)n3n2)cc1	17%	5%	15	641	12%	-2.1%	-4%	1.2%	22%	1.1
O=C1NC(=O)c2cc(NC(=O)C3CCCO3)ccc21 (stereo not given)	-5%	1%	.	.	1%	-6.6%	2%	0.0%	-28%	1.1
CCCCOc1ccc(C2(C)CC(=O)NC2=O)cc1 (stereo not given)	-10%	3%	.	.	-1%	-1.3%	-4%	0.1%	-8%	1.1

High-throughput results from PubChem BioAssay.

Compounds were not picked by outcome. About 1.9% of those tested had a hit in this group.
